E-sel inducer: E-selectin induction on HUVECs; HUVEC E-selectin immunofluorescence imaging; normalized: neutral wells 0, TNF-alpha wells 100; activation, % at 7.58 µM; actives 0.37% (n = 260,000); AID 686992;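 active means mean E-selectin-positive cell signal at least 10% of the positive control, reached in at least 60% of replicates, without over 20% cell loss; inconclusive means no rule given, readout overlaps actives, possibly toxicity-flagged; inactive means the rest, including those meeting only one limit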;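 further: in these data hits start at about 27%; measured in HUVEC primary endothelial cells; signal is the percent of cells scored E-selectin positive by PE staining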
Target sequence (P16581 whole entry, looked up): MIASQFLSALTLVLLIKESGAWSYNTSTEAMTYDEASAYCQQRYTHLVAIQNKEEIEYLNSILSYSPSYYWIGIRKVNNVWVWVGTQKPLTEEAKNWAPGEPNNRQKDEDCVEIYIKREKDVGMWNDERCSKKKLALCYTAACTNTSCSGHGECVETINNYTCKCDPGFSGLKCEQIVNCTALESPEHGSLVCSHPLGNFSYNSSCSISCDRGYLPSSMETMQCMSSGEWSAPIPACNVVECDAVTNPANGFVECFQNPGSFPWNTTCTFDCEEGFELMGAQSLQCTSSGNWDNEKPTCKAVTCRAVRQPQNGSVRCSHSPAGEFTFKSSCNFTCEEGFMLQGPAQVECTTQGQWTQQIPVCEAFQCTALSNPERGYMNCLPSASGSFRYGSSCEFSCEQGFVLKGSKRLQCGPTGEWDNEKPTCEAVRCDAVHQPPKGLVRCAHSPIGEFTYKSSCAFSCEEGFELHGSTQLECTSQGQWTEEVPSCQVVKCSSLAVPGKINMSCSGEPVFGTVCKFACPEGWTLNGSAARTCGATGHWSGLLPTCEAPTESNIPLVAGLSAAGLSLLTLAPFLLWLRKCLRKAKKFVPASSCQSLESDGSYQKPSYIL
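assay system = HUVEC, human umbilical vein endothelial cells | input = 3,000 HUVEC seeded per well | medium = EGM-2 growth medium on 0.1% gelatin-coated wells | dosing = one compound dose added by pin transfer | signal = immunofluorescence imaging | read-out basis = % PE-positive cells | control set = TNF-alpha, DMSO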
DENV2 CPE: protects cells from dengue virus 2 cytopathic effect | DENV2-infected cells, cytopathic effect rescue, plate reader | CPE inhibition, % at 9.99 µM | actives 1.7% (n = 350,000); in the data active means CPE inhibition above about 20%, passing the limit was not always enough; inconclusive means no clear call, values can overlap the other calls; tested in BHK-21 cells;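 further: 0% = median of neutral control wells and 100% = median of positive control wells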
XiGFP reactiv: reactivates the inactive X chromosome in mouse fibroblasts | AID 743238 | actives 0.055% (n = 360,000) | activation, % at 7.58 µM | XiGFP mouse fibroblasts, % GFP-positive cells imaging, 3 d; cells co-treated with 5-aza-dC sensitizer; scaled so ellipticine positive control = 100%;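 active means mean normalized replicate activation at least 10% and every replicate at or above 10%; inconclusive means only one of the two criteria met; inactive means mean below 10% and not all replicates reach 10%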;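 further: 0% = median of on-plate neutral control wells and 100% = ellipticine 6 µM median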
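Material: XiGFP fibroblasts, SV40-immortalized. Buffer or medium: DMEM plus 5-aza-dC sensitizer. Compound: single concentration per compound, delivered by pin transfer. Times: 3 days compound exposure. Controls: ellipticine 6 µM.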
RAD52 anneal inh: blocks human RAD52 DNA annealing; AID 651710; inhibition, % at 18.7 µM; recombinant RAD52 DNA annealing, FRET fluorescence; P43351; actives 0.46% (n = 360,000);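 active means every replicate showing at least 50% inhibition; inconclusive means mean inhibition at least 50% but not in every replicate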
Target sequence (P43351 whole entry, looked up): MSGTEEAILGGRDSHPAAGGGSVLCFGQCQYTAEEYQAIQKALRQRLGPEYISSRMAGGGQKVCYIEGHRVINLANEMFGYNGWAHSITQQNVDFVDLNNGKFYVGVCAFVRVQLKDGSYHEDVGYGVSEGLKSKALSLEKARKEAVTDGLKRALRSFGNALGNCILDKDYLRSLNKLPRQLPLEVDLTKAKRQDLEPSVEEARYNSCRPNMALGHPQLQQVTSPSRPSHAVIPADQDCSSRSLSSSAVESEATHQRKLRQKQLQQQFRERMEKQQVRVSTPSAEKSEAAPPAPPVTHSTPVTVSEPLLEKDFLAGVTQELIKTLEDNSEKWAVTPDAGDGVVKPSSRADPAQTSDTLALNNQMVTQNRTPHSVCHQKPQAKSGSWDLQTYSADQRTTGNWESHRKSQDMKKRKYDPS
INS-1E GSIS act: GLuc luminescence reporter in INS-1E cells, primary screen for activators of glucose-dependent secretion of insulin; INS-1E GLuc reporter insulin secretion, 2-3 h; activation, % at 16.6 µM; actives 0.61% (n = 370,000);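 active means lowest replicate activation of at least 40%, so every replicate reaches that level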;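 further: 0% = median of neutral control wells and 100% = median of IBMX positive control wells; some compounds called inactive have numbers as strong as hits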
RAD54 inh: inhibitors of human RAD54 branch migration. Q92698. RAD54 Holliday junction branch migration, FAM/BHQ fluorescence. inhibition, % at 10.4 µM. actives 0.14% (n = 360,000). AID 602329;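 active means mean normalized replicate activity at least 40 and at least half of replicates scoring 40 or more; inconclusive means only one of the two criteria met; inactive means mean below 40 and under half of replicates reaching 40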;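 further: 0% = median of neutral control wells and 100% = median of positive control wells; inhibitors cause a drop in the FAM fluorescence signal; in these data hits start at about 50%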
CFTR F508del cor: CFTR F508del correction in bronchial cells; CFBE cells, YFP halide quenching; stimulated with forskolin plus potentiator P3; % fluorescence drop versus neutral controls; actives 0.36% (n = 350,000); activity (quench increase), % at 7.58 µM;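 active means mean added fluorescence quench of at least 8% versus neutral control, with both replicates also reaching 8%; inconclusive means only one of the mean or replicate conditions met; inactive means mean below 8% and not both replicates reaching 8%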;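 further: cells transiently co-express mutant CFTR-F508del with the halide-sensitive YFP; corrector assay measuring rescue of mutant channel to the surface after 24 h compound exposure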
CASP6 VEID inh: caspase-6 (human) enzyme inhibition; purified caspase-6, Z-VEID-R110 cleavage fluorescence; inhibition, % at 12.5 µM; actives 0.53% (n = 350,000); AID 686996;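 active means mean inhibition across replicates at least about 35%, with every replicate also reaching that limit, limit read from the data; inconclusive means only one of the two criteria met; inactive means neither criterion met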;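 further: 0% = median of neutral control wells and 100% = no fluorescence left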
Starred values were filed as active, the others as inactive; ? = inconclusive; . = no result given; & = joins results of further samples; ! = not confirmed by another sample.

SMILES	E-sel inducer	DENV2 CPE	XiGFP reactiv	RAD52 anneal inh	INS-1E GSIS act	RAD54 inh	CFTR F508del cor	CASP6 VEID inh
CC(=O)N1N=C(c2c(O)n(C)c(=O)n(C)c2=O)CC1c1ccccc1 (configuration not stated)	5.7	-3	1.0	-20	.	.	-1.1	-4
CCOc1ccc(CN2CCCC(C(=O)c3ccccc3OC)C2)cc1 (configuration not stated)	0.1	-4	0.2	-18	-8	-4	2.1	1
CNC(=O)Oc1cccc2ccccc12	4.1	3	0.1	-26	-41	1	-6.0	3
O=c1[nH]c(=O)n(Cc2ccco2)c(O)c1/C=N/N1CCCCC1	11	12	0.0	-107	15	.	-4.8	16
COC(=O)C1=C(c2ccc3ccccc3c2)C[C@@H]2CC[C@H]1N2C(=O)NCc1ccc(F)cc1	-0.1	6	0.0	-20	-4	-3	-0.5	1
COC1C(O)C(C)OC(OC2C(Oc3cccc4c(O)c5c(=O)oc6ccc(C)c7c(=O)oc(c34)c5c67)OC(C)C(O)C2O)C1O (configuration not stated)	0.7	-1	0.5	-12	6	.	-0.3	6
COc1ccc(-n2c(CNCCc3ccc(C)cc3)nc3ccccc3c2=O)cc1	.	-1	0.2	-47	-3	4	0.7	-4
COC(=O)C1C(O)CC2CCC1N2C (configuration not stated)	.	-4	.	-8	11	0	0.8	5
CCN(C(=O)Oc1ccccc1)c1ccc(C(O)(C(=O)OC)C(F)(F)F)cc1 (configuration not stated)	.	.	0.0	-2	-7	.	-1.1	-4
CCC1CCCCN1P(=O)(c1ccc(C)o1)C(C)(C)C (configuration not stated)	.	6	.	-4	12	-4	-1.2	-8
Cn1cc(NC(=O)CCl)cn1	-2.4	7	0.3	-7	-4	.	0.0	5
Cc1ccc(N)cc1Cl	.	-1	0.2	-18	-4	-1	5.3	0
COC(=O)C1=C(c2ccc(S(C)(=O)=O)cc2)C[C@@H]2CC[C@H]1N2C(=O)NC(C)C	-0.2	1	0.0	-1	5	7	-0.5	-4
CCN1C(=O)C(=Cc2ccc(C)s2)C(=O)N(CC)C1=S	-1.0	1	0.0	-101	-44	.	.	27
O=C1NC(=O)N(c2ccc(Cl)cc2)C(=O)/C1=C/c1coc2ccc(O)cc2c1=O	.	6	-0.1	-51	-59	-1	0.3	15
CC/C(=N\NC(=O)c1ccccc1O)c1c(O)n(C2CCCCC2)c(=O)[nH]c1=O	-0.1	1	0.0	-1	-14	0	-0.3	10
CCC(COC(=O)c1cc(OC)c(OC)c(OC)c1)(c1ccccc1)N(C)C (configuration not stated)	-0.1&-0.3	-2&-2	0.1&-0.1	-6&-11	-20&-17	5&-7&-13	9.0*!	4&5
CS(=O)(=O)c1ccc(C2=C(CNC(=O)c3cccnc3)[C@H]3CC[C@@H](C2)N3Cc2ccccc2)cc1	3.1	5	0.0	-4	10	7	1.5	-2
CC(NC(=O)N1CC1(C)C)c1ccccc1 (configuration not stated)	0.2	-13	0.3	-6	.	-6	-1.2	-1
Clc1ccc2[nH]c3c(c2c1)CCNC3	0.7	4	0.0	0	14	3	-3.0	-6
CCN(CC)C(=O)COc1cc(C)cc2oc(=O)c3c(c12)CCCC3	.	5	0.0	1	-12	2	0.6	-2
COc1ccc(C(=O)OC2CC[C@@]3(C)C4CCC5[C@]6(O)CC(O)[C@@]7(O)C(CN8CC(C)CCC8[C@@]7(C)O)[C@]6(O)C[C@@]53O[C@]24O)cc1OC (some centres not stated)	-0.3	2	0.3	2	46*	4	3.2	12
COc1ccc(-c2nn(CCC#N)cc2C(=O)Nc2ccccc2Cl)cc1	.	-2	0.2	-4	2	7	2.2	0
Cc1ccc(CNC2=NCCS2)cc1	1.0	1	0.0	-4	7	.	-1.9	-4
CCCn1c(C(=O)c2ccccc2)nc2ccccc21	-4.1	7	-0.1	-13	30	3	-3.8	-4
Continued.
SMILES	E-sel inducer	DENV2 CPE	XiGFP reactiv	RAD52 anneal inh	INS-1E GSIS act	RAD54 inh	CFTR F508del cor	CASP6 VEID inh
O=C(Cc1c(Cl)cccc1Cl)N1CCN(Cc2ccccc2)CC1	.	12	-0.1	-7	-1	7	2.9	-2
COc1ccc(CCn2c(O)c(/C=N/N3CCOCC3)c(=O)[nH]c2=O)cc1OC	-0.1	5	0.0	-29	21	4	1.3	3
CCN1CCN(C(=O)COc2ccc(S(=O)(=O)Nc3ccc(Cl)cc3)cc2)CC1	-0.3	-6	0.1	-7	-1	-6	-1.3	-3
Clc1cccc(N2CCNCC2)c1	0.8	10	0.1	3	.	-8	1.1	0
COc1cccc(NC(=O)[C@@H](NC(=O)N2C[C@H]3C[C@@H](C2)c2cccc(=O)n2C3)C(C)C)c1	.	3	.	-10	-1	9	2.0	-5
CCC1(c2ccccc2)C(=O)N(COC)C(=O)N(COC)C1=O	0.1	-1	0.1	-5	.	-12&10	-0.1	-7
COc1ccc(-n2c(-c3ccccc3)nc3ccccc3c2=O)cc1	0.0	-5	0.6	4	5	.	-0.8	-1
O=c1[nH]c2ccccc2n1C1CCN(Cc2ccc(-c3nc4ccc(F)cc4nc3-c3ccccc3)cc2)CC1	-0.8	-1	0.3	-26	1	.	-2.6	-2
BrCCc1ccccc1	.	-16	.	-1	6	-7	1.6	1
CCN(CC)S(=O)(=O)c1ccc(C(=O)NC2CN3CCC2CC3)cc1 (configuration not stated)	0.0	1	0.2	4	41	-1	-0.1	-3
COC(=O)C1=C(c2ccccc2)C[C@@H]2CC[C@H]1N2C	1.0	0	0.0	-8	17	-1	-1.6	1
CC(C)(C)C(=O)c1cn(Cc2ccccc2)c2ccccc12	-0.4	1	0.2	-7	-8	.	-1.8	.
Cc1cccc(C)c1-n1nnnc1C(C1CC1)N1CCC(n2c(=O)[nH]c3ccccc32)CC1 (configuration not stated)	.	-2	0.0	-14	-6	9	6.9	-1
O=C(COc1ccc(Cl)cc1)N(c1ccc(Cl)cc1)C1CN2CCC1CC2 (configuration not stated)	1.7	11	0.4	9	-10	.	-1.1	1
CSCCC(c1nnnn1C1CCCCC1)N1CCC(n2c(=O)[nH]c3ccccc32)CC1 (configuration not stated)	0.0	-8	0.0	1	-13	6	-1.4	1
O=C1c2ccccc2-n2nncc2C2c3cc(Br)ccc3CCN12 (configuration not stated)	0.6	3	.	-13	-3	2	-6.6	1
COc1ccc(C(CC(C)=O)c2c(O)c3ccccc3oc2=O)cc1OC (configuration not stated)	-0.3	1	-0.1	-9	85	.	-0.6	1
COc1cc(/C=C/c2nc3ccccc3c(=O)n2-c2ccccc2O)ccc1O	0.0	-2	0.2	-198	-16	-18	1.2	4
CN1C(=O)NC(=O)/C(=C/c2ccc(C(=O)O)cc2)C1=O	0.2	4	0.7	17	38	.	3.1	0
COC(=O)C1=C(c2ccc(C(C)=O)cc2)C[C@@H]2CC[C@H]1N2C(=O)NCc1ccco1	-0.1	?	0.0	-70	-3	6	-0.9	-1
COCc1cc(OC(=O)N(C)C)nc2c1c(C)nn2C	.	-3	-0.2	-15	14	.	-0.8	-2
C[C@]12CCC3C(CC[C@H]4C[C@H](O)CC[C@]34C)C1C[C@@H](O)[C@H]2O (some centres not stated)	0.0	-2	0.0	-12	.	7	0.1	-3
CC(=O)OC1C2CCC1C(N1CCCCC1)CC2 (configuration not stated)	.	1	0.0	-15	9	-2	-1.4	-8
O=C(c1cccs1)N1CCC(C(=O)O)(c2ccccc2)CC1	-0.2	0	0.8	6	.	-11	-1.1	-1
Cc1nc2ccccc2c(=O)n1-c1nccs1	0.3	43*	0.4	-6	0	.	2.5	0
The results go on.
SMILES	E-sel inducer	DENV2 CPE	XiGFP reactiv	RAD52 anneal inh	INS-1E GSIS act	RAD54 inh	CFTR F508del cor	CASP6 VEID inh
COc1ccccc1CN1CCN(Cc2ccc(Cl)cc2)CC1	.	6	0.3	-3	11	.	4.5	1
O=Cc1cn(Cc2c(F)cccc2Cl)nc1-c1ccccc1	.	0	0.0	2	-4	.	-1.5	6
OC1/C(=C/c2ccc(C(F)(F)F)cc2)N2CCC1CC2 (configuration not stated)	1.9	-2	0.0	10	7	.	-0.5	-1
COc1ccc(C2CN(C)CC2C(=O)c2ccc(C)cc2)cc1Cl (configuration not stated)	.	3	-0.1	-26	-44	.	1.6	-2
Cc1cccc(OCC(=O)N2CCN(Cc3ccc([N+](=O)[O-])cc3)CC2)c1	.	1	0.4	-13	-9	-2	1.5	1
C[C@]12CCC3C(CC[C@@H]4C[C@@H](O)CC[C@]34C)C1CC[C@@H]2O (some centres not stated)	-1.0	-2	0.0	-4	.	-6	0.1	1
O=P1(NCCCn2cc[n+](Cc3nc4ccccc4[nH]3)c2)C=C(c2ccccc2)OC(c2ccccc2)=C1	-0.2	3	0.0	39	7	-1	1.8	-94
C[C@]12CC[C@H](O)C[C@@H]1CC[C@H]1[C@H]3CCC(=O)[C@@]3(C)CC[C@@H]12	-0.1	-10	0.1	8	.	-8	-1.4	-2
CN1C(=O)N(C)C(=O)C2(Cc3cc([N+](=O)[O-])ccc3N(C)C2c2ccccc2)C1=O (configuration not stated)	.	-10	-0.1	-184	.	.	.	3
Cc1cc(O)c2c3c(c(=O)oc2c1)CCC(C)C3 (configuration not stated)	.	2	0.1	2	9	10	-2.1	-1
O=C(c1ccc(-c2ccccc2)cc1)C1CCCN(Cc2ccn[nH]2)C1 (configuration not stated)	.	-5	-0.1	-13	18	4	1.5	-6
O=S(=O)(c1ccccc1)N1CCN2CCCC2C1 (configuration not stated)	.	2	0.0	-26	5	12	2.1	1
Cc1ccc(N2C(=O)NC(=O)/C(=C\C=C\c3ccco3)C2=O)cc1C	.	.	0.1	-85	-7	-28	-4.8	38*
COC(=O)CC(=O)c1ccc2c(c1)OCO2	-0.1	-1	0.0	-15	-5	3	4.0	-8
COC(=O)[C@H]1[C@H](CO)[C@H]2Cn3c(ccc(C4=CCCCC4)c3=O)[C@@H]1N2CCc1ccccc1	-0.1	-12	0.7	-11	-8	-7	2.9	4
C=CCN1C(=O)/C(=C/c2cc(C)n(-c3ccccn3)c2C)C(=O)NC1=S	0.0	0	0.6	-75	24	.	.	10
CCC(c1ccc(C)cc1)N1C(=O)C2C3CCC(O3)C2C1=O (configuration not stated)	0.4	25*	-0.1	-5	9	-4	-1.5	0
COc1ccc(C#Cc2ccc([C@@H]3[C@@H](CO)N4CCCCN(C(=O)Cc5ccncc5)C[C@H]34)cc2)cc1	0.1	9	0.1	-89	13	-15	5.2	0
CCOC(=O)[C@]12Cc3ccc(C)cc3[C@H]1N(C1CCCCC1)C(=O)c1ccccc12	-0.3	3	0.0	-18	-23	.	-3.1	.
COc1ccc(-n2c(/C=C/c3cccc(F)c3)nc3ccccc3c2=O)c(OC)c1	0.1	8	0.0	-21	2	-10	3.8	-1
c1ccc2[nH]c(CCN3CCCCC3)nc2c1	-0.1	4	-0.2	-44	29	0	-1.2	-5

Results in RAD54 inh and DENV2 CPE, for 2 of the compounds above:
canonical_smiles,RAD54 inh,DENV2 CPE
COC(=O)CC(=O)c1ccc2c(c1)OCO2,3,-1
COC(=O)[C@H]1[C@H](CO)[C@H]2Cn3c(ccc(C4=CCCCC4)c3=O)[C@@H]1N2CCc1ccccc1,-7,-12

High-throughput results deposited in PubChem BioAssay by Broad Institute.

A portion of the library; rates above refer to the full screens.
